SNCA viab count = reduces viability of HEK-293 SNCA reporter cells; 150,000 compounds, 0.12% hits; Potency, µM (doses to about 57.1 µM), inactives show at the highest dose activity change, negative = cytotoxicity, actives largely listed as cytotoxic; HEK-293-SNCA-luc viability, GF-AFC fluorescence, 24 h;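 further: potency means the concentration at half of the fitted maximal effect; 0% = DMSO-treated cells and -100% = medium-only wells without cells; nearly all actives have a fitted effect of over 30% in size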
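HEK-293-SNCA-luc cells (1500/well) plated 24 h, then exposed 24 h to a dilution series; GF-AFC added 30 min at 37C, fluorescence 405/540 nm; normalised to medium-only and DMSO wells, Hill fit.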
FLuc inh = Photinus pyralis luciferase inhibition | purified P. pyralis luciferase, luminescence, biochemical | Potency, µM (titrated, usually from 115 µM), without a hit: at the highest dose activity change, negative = inhibition, usual class: inhibitors | 76,000 compounds, 2.5% hits | AID 1347043; further: potency means the concentration at half of the fitted maximal effect; nearly all actives have a fitted effect of over 65% in size
Target sequence (P08659 whole entry, looked up): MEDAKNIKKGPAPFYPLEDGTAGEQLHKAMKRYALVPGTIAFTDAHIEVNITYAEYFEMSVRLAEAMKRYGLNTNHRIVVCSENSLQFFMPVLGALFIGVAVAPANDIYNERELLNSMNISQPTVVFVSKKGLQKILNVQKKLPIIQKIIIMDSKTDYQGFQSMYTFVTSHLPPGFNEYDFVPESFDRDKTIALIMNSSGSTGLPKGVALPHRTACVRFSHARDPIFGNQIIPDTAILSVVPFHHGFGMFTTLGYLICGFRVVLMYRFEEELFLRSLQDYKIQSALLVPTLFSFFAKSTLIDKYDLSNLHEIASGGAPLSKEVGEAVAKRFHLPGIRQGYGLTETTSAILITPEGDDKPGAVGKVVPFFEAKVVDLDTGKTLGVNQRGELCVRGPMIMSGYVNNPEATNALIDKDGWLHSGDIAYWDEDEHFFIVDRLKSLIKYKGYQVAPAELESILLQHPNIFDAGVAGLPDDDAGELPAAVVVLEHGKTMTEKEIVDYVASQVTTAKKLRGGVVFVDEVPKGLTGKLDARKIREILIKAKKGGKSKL
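Purified 10nM P. pyralis luciferase with 10uM D-luciferin and 10uM ATP in 50mM Tris acetate pH 7.5, 10mM Mg acetate, 0.01% Tween-20, 0.05% BSA. qHTS titration; luminescence read by CCD imager.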
HEK cytotox = kills HEK 293 cells; 94,000 compounds, 6.6% hits; AID 1345083; HEK 293 viability, ATP luminescence (CellTiter-Glo), 48-72 h; Potency, µM (titrated, usually from 115 µM), without a hit: top-dose activity change, negative = cytotoxicity, actives largely listed as inhibitors; further: potency means the concentration at half of the fitted maximal effect; nearly all actives have a fitted effect of over 60% in size
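Cytotoxicity was scored by loss of ATP-coupled luminescence (CellTiter-Glo) in HEK 293 cells. Compound treatment ran 48 or 72 hr at 37 degree Celsius, 5% CO2, 95% humidity.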
SNCA expr inhib = SNCA gene expression inhibition; HEK-293 SNCA-luciferase knock-in, luminescence, 24 h; Potency, µM (titrated, usually from 57.2 µM), inactives show top-dose activity change, negative = inhibition, most hits filed as inhibitors; 140,000 compounds, 0.17% hits;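 further: potency means the concentration at half of the fitted maximal effect; plate controls were DMSO cells for no effect and cell-free wells for full effect; nearly all actives have a fitted effect of over 45% in size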
NIH3T3 tox = kills NIH 3T3 cells; AID 1345082; Potency, µM (top dose mostly 96.7 µM), without a hit: at the top dose activity change, negative = cytotoxicity, actives largely listed as inhibitors; NIH 3T3 viability, CellTiter-Glo ATP luminescence, 48-72 h; 94,000 compounds, 4.3% hits; further: potency means the concentration at half of the fitted maximal effect; nearly all actives have a fitted effect of over 55% in size
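NIH 3T3 cells at 400 cells/well received 23 nL of compound by pintool and were incubated 48 or 72 h at 37 °C. Viability was read as ATP-coupled CellTiter-Glo luminescence.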
GPT2 inhibitor = inhibitors of human GPT2 alanine aminotransferase; Potency, µM (series often up to 57.7 µM), for inactives: at the top dose activity change, negative = inhibition, hits mostly inhibitors; Recombinant GPT2, coupled pyruvate oxidase/HRP Amplex Red fluorescence; 100,000 compounds, 0.25% hits; AID 1671188; further: potency means the concentration at half of the fitted maximal effect; nearly all actives have a fitted effect of over 60% in size; many of its hits are not listed in these tables
Target sequence (Q8TD30 whole entry, looked up): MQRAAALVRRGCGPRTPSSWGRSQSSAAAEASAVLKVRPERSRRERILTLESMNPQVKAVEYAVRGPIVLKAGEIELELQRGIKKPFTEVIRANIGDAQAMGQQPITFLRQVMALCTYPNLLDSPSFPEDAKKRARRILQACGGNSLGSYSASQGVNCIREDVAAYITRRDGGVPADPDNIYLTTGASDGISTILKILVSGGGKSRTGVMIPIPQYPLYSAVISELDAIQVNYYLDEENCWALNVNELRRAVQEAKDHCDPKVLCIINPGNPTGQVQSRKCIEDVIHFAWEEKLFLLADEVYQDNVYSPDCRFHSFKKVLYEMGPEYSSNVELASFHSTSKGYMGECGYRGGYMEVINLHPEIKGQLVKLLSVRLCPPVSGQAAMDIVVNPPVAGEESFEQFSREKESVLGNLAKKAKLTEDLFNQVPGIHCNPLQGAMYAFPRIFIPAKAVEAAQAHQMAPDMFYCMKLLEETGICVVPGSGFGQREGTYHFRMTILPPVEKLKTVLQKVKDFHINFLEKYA
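Fluorescence read-out: pyruvate from GPT2 turnover coupled to pyruvate oxidase, HRP and Amplex Red (0.2mM ThPP, 0.2U/mL PO and HRP, 50uM Amplex final). Substrates 250uM a-KG, 2mM L-alanine; enzyme 10ng/uL; 30 min RT.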
IP6K1 inhibitor = blocks human inositol hexakisphosphate kinase 1; activity change, % (series mostly up to about 58 µM); Q92551; IP6K1 kinase, ADP-Glo luminescence, 2 h; hits give low values; 140,000 compounds, 0.81% hits; in the data active means activity change below about -25%
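ADP-Glo luminescence measures ADP made by human IP6K1 during a 2 h RT reaction with ATP/IP6 (mix at 1.3 mM/130 uM); top library doses 57.5 and 19.1 uM final.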
* marks the source's active call; other numbers are inactive results; i = inactive; ? = inconclusive; / = no result given; [ ] = dose if it differs, or a comment. Unless noted, the call rests on the fitted dose curve; in most records, active means well fitted curve in the direction sought with a large enough effect; inconclusive means small, poorly fitted or top-dose-only effect, or another doubt; inactive means no such curve, though single readings can be large; an effect the other way counts as inactive or inconclusive. Unless noted, on the % scale 0 is the no-effect control and ±100 the full control effect. These rows are one share of the data; the hit share may differ from the screen's.

SMILES	SNCA viab count	FLuc inh	HEK cytotox	SNCA expr inhib	NIH3T3 tox	GPT2 inhibitor	IP6K1 inhibitor
Cc1ccccc1Nc1c(-c2ccc(Cl)s2)nc2cccc(C)n12	-18%	/	/	42%[activator]	/	/	6
Cn1ccc2c(C(=O)NCc3cccnc3)nc(-c3cccc(N4CCOCC4)c3)cc21	-14%[87.6 µM]	-2%[172 µM]	?	-14%[87.6 µM]	?	i	-8
Cn1nc(C(=O)N2CCC[C@H](n3c(=O)n(CC4CC4)c4cccnc43)C2)c2ccccc21	?	/	32µM*	?	?	i	-16
O=C(Cn1c(SCCOc2ccc(Cl)cc2)nc2ccccc21)N1CCCCC1	?	/	/	32%[activator]	/	/	3
COCCCNC(=O)c1ccc2nnc(Cc3ccc(Cl)cc3)n2c1	-6%[87.6 µM]	/	i	-6%[87.6 µM]	?	4%[88.5 µM]	-6
COCCNC(=O)C1COC2(CCN(C(=O)c3cccc(OC)c3)CC2)N1C(=O)c1ccccc1 (stereo not given)	5%	4%	-6%	-11%	-7%	i	16
O=C(c1ccsc1)N1CCC(O)(c2ccccc2)[C@H](N2CCCC2)C1 (stereo not given in full)	-14%	-9%	?	7%	?	-4%	28
Cc1cccc(-n2ccnc2SCC(=O)Nc2ccccc2C(F)(F)F)c1	4%	/	/	?	/	/	-12
CSc1ncc(C(=O)NCc2cccc(F)c2)c(-c2ccccc2)n1	-26%	/	/	4%	/	/	-15
COc1cccc(C(=O)N2CC(c3nnc(C(C)C)o3)C3(CCOCC3)C2)c1OC (stereo not given)	3%	-1%	2%	4%	-3%	-4%	26
Cc1cccc(C)c1-n1ncc(C(=O)NCCCN2CCCCC2)c1C1CCN(C(=O)OC(C)(C)C)CC1	-27%	/	/	?	/	/	-6
CCC1CN(CCNC(=O)Cc2c(F)cc(F)cc2F)Cc2cc(OC)ccc2O1 (stereo not given)	5%	4%	4%	3%	?	i	3
CCN(CC)S(=O)(=O)c1ccc2c(c1)N(CC(=O)Nc1ccccc1F)C(=O)C1CCCN21 (stereo not given)	12%	/	/	6%	/	/	1
O=c1c(-c2cc(-c3ccccc3)nc3c2COc2ccc(Cl)cc2-3)coc2ccc(F)cc12	11%	/	/	5%	/	/	-1
COCC(=O)NC[C@H]1CCN(Cc2ccc(C#N)cc2)C[C@H]1N(C)C	-7%[12.5 µM]	5%	-3%	38%[activator]	i	-10%	12
Cc1ccc(-n2c(=O)c3cccnc3n2CC(=O)Nc2ccccc2C(F)(F)F)cc1C	2%	/	/	-12%	/	/	-14
CC(C(=O)N1CC(Oc2ccc(-c3noc(-c4ccncc4)n3)cc2)C1)c1ccccc1 (stereo not given)	?	/	?	?	25µM*	i	-13
CC1(c2ccccc2)N(Cc2ccc(O)cc2)C(=O)OC12CCN(Cc1cccnc1)CC2 (stereo not given)	-4%	2%	-12%	23%	?	-17%	-1
O=C(NCC(=O)N1CCC(c2ccccc2)CC1)c1cccc(-c2ccc(C(F)(F)F)cc2)c1	-1%[12.5 µM]	/	10µM*	-19%	?	3%	-4
Cc1noc(C)c1S(=O)(=O)N1CCCN(Cc2ccncc2)C(c2ccccc2)CC(=O)NCC1 (stereo not given)	-8%	-12%	?	-11%	-24%	-5%	10
O=C(CCn1cc(Cl)cn1)N1CCOC(c2ccc(Cl)cc2)C1 (stereo not given)	4%	0%	79µM*	14%	-6%	-26%	5
CCOCCCNc1nc2cc(OC)c(OC)cc2c2nc(-c3ccccc3)nn12	4%	/	/	5%	/	/	15
Cc1ccc(C(=O)/C=C/c2cn(CC(O)CN3CCCCCC3)c3ccccc23)cc1 (stereo not given)	10%	/	/	2%	/	/	3
COc1ccccc1C(=O)NC1CCN(c2cn[nH]c(=O)c2)CC1	-1%	-7%	-6%	-11%	0%	?	6

The last five compounds of the part above are carried over, then new ones follow:
SMILES	SNCA viab count	FLuc inh	HEK cytotox	SNCA expr inhib	NIH3T3 tox	GPT2 inhibitor	IP6K1 inhibitor
Cc1noc(C)c1S(=O)(=O)N1CCCN(Cc2ccncc2)C(c2ccccc2)CC(=O)NCC1 (stereo not given)	-8%	-12%	?	-11%	-24%	-5%	10
O=C(CCn1cc(Cl)cn1)N1CCOC(c2ccc(Cl)cc2)C1 (stereo not given)	4%	0%	79µM*	14%	-6%	-26%	5
CCOCCCNc1nc2cc(OC)c(OC)cc2c2nc(-c3ccccc3)nn12	4%	/	/	5%	/	/	15
Cc1ccc(C(=O)/C=C/c2cn(CC(O)CN3CCCCCC3)c3ccccc23)cc1 (stereo not given)	10%	/	/	2%	/	/	3
COc1ccccc1C(=O)NC1CCN(c2cn[nH]c(=O)c2)CC1	-1%	-7%	-6%	-11%	0%	?	6
O=C1NCCCCCCN(C(=O)Nc2ccccc2)[C@H]2C[C@H](c3nc(Cc4ccccc4)no3)C[C@@H]12	0%	-6%	?	7%	-25%	-7%	5
Cc1cccc(-c2ccccc2C(=O)N2CCCC(CO)(Cc3ccccc3F)C2)c1 (stereo not given)	-24%	6%	20µM*	-26%	79µM*	?	1
COc1cccc(CNC(=O)CCS(=O)(=O)c2cc3c4c(c2)CCN4C(=O)CC3)c1	2%	/	/	46%[activator]	/	/	-22
CN1C(=O)c2cccn2CC1C(=O)N1CCc2ccccc21 (stereo not given)	-9%	-4%	i	-4%	1%	5%	-4
C#CCNC(=O)C1CCCCN1Cc1ccc(-c2ccsc2)cc1 (stereo not given)	7%	/	40µM*	-7%	-39%	-4%	9
COc1cccc(Nc2ncc3c(n2)C(C)(C(=O)NCCc2ccccn2)CC3)c1 (stereo not given)	-26%[87.6 µM]	3%[172 µM]	100µM*	-5%[87.6 µM]	?	-5%[88.5 µM]	1
Cc1c(Cl)cccc1NC(=O)NCc1c(-n2cccc2)sc2c1CCCC2	-12%	/	/	-1%	/	/	1
COc1ccc(C(=O)N2CC(c3nnc(C(C)C)o3)C3(CCOCC3)C2)cn1 (stereo not given)	5%	2%	-2%	?	i	i	2
CCOC(=O)Cn1nc(C)c(NC(=O)COc2ccc(C)c(C)c2)c1C	0%	/	/	30%[activator]	/	/	26
CN(C)C[C@@H]1CN(Cc2ccccn2)C[C@H]1NC(=O)c1cccc(Cl)c1	-5%	-3%	?	15%	?	-1%	4
O=C(NC1CCN(Cc2ccccc2)CC1)C1CN(C2CCCCC2)C(=O)N1 (stereo not given)	2%[12.5 µM]	/	?	-12%	-17%	i	-15
COCC(=O)N[C@@H]1CN(C(=O)CCCc2ccccc2)CC[C@@H]1c1nc(C)no1	0%	0%	2%	-15%	i	i	19
Cc1nn(CC(=O)Nc2ccc(OC(F)(F)F)cc2)c(=O)c2c(C)n(-c3ccc(Cl)cc3)nc12	-4%	/	/	10%	/	/	10
Cc1cccc(C(=O)N2CC[C@H]3C(=O)NCCCCCCN(Cc4ccncc4)[C@@H]3C2)c1	-16%	-1%	?	3%	?	2%	-5
O=Cc1ccc(Oc2ncnc3ccccc23)cc1	5%[87.6 µM]	/	-11%[172 µM]	47%[activator][87.6 µM]	-14%[138 µM]	4%[88.5 µM]	-12
N#Cc1cccc(C(=O)N2CCCCCCNC(=O)[C@@H]3C[C@@H](c4nc(-c5cnccn5)no4)C[C@@H]32)c1	-9%	-16%	-19%	-3%	-22%	-30%	22
Cc1ccc2c(=O)cc(C(=O)Nc3ccc(S(=O)(=O)N4CCCCC4)cc3)oc2c1	5%	/	/	-2%	/	/	-18
CC1=C(C(=O)Nc2ccc(C)cc2Cl)C2(CCCCCC2)OC1=O	-11%	/	/	4%	/	/	-8
COc1cc(OC)cc(C(=O)Nc2ccc(-c3nc4cc(C(C)C)ccc4o3)cc2)c1	-14%	/	/	12%	/	/	-5
COc1ccc(NC(=O)CN(C)S(=O)(=O)c2cnc[nH]2)cc1Cl	-4%	/	/	47%[activator]	/	/	10
O=C(c1ccc2c(c1)OCO2)N1CCC(N2CCOCC2=O)CC1	2%	/	i	-15%	i	i	1
O=C(c1ccsc1)N1CCCC(n2cc(-c3nc(C4CC4)no3)nn2)C1 (stereo not given)	-6%	-5%	?	40%[activator]	?	4%	7
COc1ccc(CC(=O)N2CC(CO)C3(CCNCC3)C2)cc1OC (stereo not given)	-8%[12.5 µM]	1%	i	-5%	-4%	i	9
CCOC(=O)c1c(NC(=O)c2cc(CC)on2)sc(C(C)=O)c1C	2%	/	/	-4%	/	/	14
CC(CCc1ccco1)NC(=O)CN1CCCc2nc(-c3ccccc3)ncc2C1=O (stereo not given)	-10%	4%	?	-11%	?	i	0
CCOc1ccccc1C(=O)N1CCc2cc(OC)c(OC)cc2C1COc1ccc(OC)cc1 (stereo not given)	-13%	/	/	-6%	/	/	-5
O=C(CCC1CCCN(S(=O)(=O)c2ccccc2)C1)NCC1CCCCC1 (stereo not given)	-5%	-14%	?	-27%	?	i	17
CCCCCCn1c(CNC(=O)c2ccccc2)nc2ccccc21	9%	/	/	-2%	/	/	-13
CCCCc1cc(C[C@@H]2C[C@H](NC(C)=O)C2(C)C)no1	5%[87.6 µM]	-10%[230 µM]	?	14%[87.6 µM]	-23%[174 µM]	-2%[88.5 µM]	-10
C[C@H]1[C@@H]2[C@H]3OC(=O)[C@@H](C)[C@@H]3CC[C@@]2(C)CC[C@@H]1NS(C)(=O)=O	4%[87.6 µM]	1%[172 µM]	-21%[172 µM]	14%[87.6 µM]	?	4%[88.5 µM]	5
CC(=O)Nc1ccc(NC(=O)c2oc3ccc4c(c3c2C)C(=O)CC(C)(C)O4)cc1	-8%	/	/	73%[activator]	/	/	1
COc1ccc(-c2cc3c(=O)n(CC(=O)Nc4ccc(Br)c(C)c4)ccn3n2)cc1OC	?	/	/	29%	/	/	10
COc1ccc(-c2noc(C(=O)N3CCC3)c2[C@H](C)O)cc1	-1%[87.6 µM]	-5%[172 µM]	0%[172 µM]	30%[87.6 µM]	-16%[138 µM]	0%[88.5 µM]	2
N#Cc1ccc(COC[C@H]2O[C@@H](n3c(NCc4ccc(Cl)c(Cl)c4)nc4c(N)ncnc43)[C@H](O)[C@@H]2O)cc1	-27%[23.9 µM]	/	/	/	/	-4%[27.3 µM]	12
COc1cccc(NC(=O)Cn2c(N3CCC(C)CC3)nc(C)cc2=O)c1	-18%	-4%	?	-29%	-27%	i	4
COCc1ccc2c(c1)c(OC(C)(C)C(=O)NCCc1ccccn1)nn2CCC(C)C	-30%[87.6 µM]	-8%[172 µM]	?	-27%[87.6 µM]	?	-10%[88.5 µM]	5

Assay outcomes (PubChem)
